Assay outcomes deposited in PubChem BioAssay by several laboratories.
MOR-DOR ag: OPRM1-OPRD1 heterodimerization agonism; P35372+P41143; activation, % at 9.3 µM; hit rate 0.3% among 340,000; cells, luminescence; in the data active = activation above about 18%;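 also: 0% = vehicle-treated cells and 100% = reference agonist; values of inactives mirror those of a sister screen read the other way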
PKA-R2B act: activators of human PKA-R2B complex | PKA-R2B holoenzyme dissociation, Cy5-IP20 fluorescence polarization; R2B truncated from residue 108, S112A mutant; 0% DMSO only, 100% 113 µM cGMP | activation, % at 11.4 µM | hit rate 0.079% among 340,000 | AID 504700;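 active = activation above a cutoff set at the mean over all compounds plus 3 SD, cut at about 18% in these data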;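 also: higher means more holoenzyme dissociation and a rise in polarization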
DSG3 Ab inh: blocks pemphigus antibody binding to human desmoglein-3; hit rate 0.48% among 310,000; binding (percent of control), % at 10 µM; DSG3-coupled beads, scFv-anti-DSG3-GFP binding, flow cytometry; active compounds read low; P32926;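 active = binding more than 3 SD below its plate's average and above zero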;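 also: hits lower antibody fragment binding to DSG3; some compounds called inactive have numbers as strong as hits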
Target sequence (P32926 whole entry, looked up, the tested form may be a part): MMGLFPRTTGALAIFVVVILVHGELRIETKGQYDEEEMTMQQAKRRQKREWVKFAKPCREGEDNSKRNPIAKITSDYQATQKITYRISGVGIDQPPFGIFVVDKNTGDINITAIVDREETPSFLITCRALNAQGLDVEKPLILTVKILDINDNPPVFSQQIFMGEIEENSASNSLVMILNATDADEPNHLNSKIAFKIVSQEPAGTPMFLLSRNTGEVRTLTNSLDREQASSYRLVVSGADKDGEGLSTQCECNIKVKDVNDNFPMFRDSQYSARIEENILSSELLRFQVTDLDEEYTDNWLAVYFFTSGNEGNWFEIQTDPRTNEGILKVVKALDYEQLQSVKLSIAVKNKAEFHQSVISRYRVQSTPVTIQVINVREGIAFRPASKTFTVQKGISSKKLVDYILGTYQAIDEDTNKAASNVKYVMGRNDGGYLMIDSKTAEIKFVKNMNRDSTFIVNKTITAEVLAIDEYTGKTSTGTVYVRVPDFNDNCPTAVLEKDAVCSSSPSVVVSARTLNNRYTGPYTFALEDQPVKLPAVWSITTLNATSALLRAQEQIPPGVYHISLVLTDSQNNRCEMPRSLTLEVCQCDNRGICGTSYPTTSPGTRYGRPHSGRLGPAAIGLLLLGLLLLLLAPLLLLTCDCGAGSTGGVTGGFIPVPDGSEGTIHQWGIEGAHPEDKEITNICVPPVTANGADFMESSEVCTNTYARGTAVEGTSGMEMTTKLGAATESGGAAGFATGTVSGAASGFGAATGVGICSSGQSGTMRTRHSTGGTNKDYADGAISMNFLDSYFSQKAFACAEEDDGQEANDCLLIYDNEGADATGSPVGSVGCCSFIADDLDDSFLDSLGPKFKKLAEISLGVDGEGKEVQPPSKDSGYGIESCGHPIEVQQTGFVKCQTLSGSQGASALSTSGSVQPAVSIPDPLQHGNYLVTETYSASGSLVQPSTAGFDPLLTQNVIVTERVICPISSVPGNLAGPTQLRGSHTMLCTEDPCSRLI
HTR5A ag: activates human HTR5A in OPRM1-OPRD1 agonist counter-screen | P47898 | HTR5A agonist assay, luminescence, cell-based | activation, % at 9.3 µM | hit rate 0.61% among 340,000; in the data active = activation mostly above about 9.5%, no sharp cut-off; inactive = mostly below about 7.6%;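 also: 0% = cells with vehicle only and 100% = reference agonist; strong numbers were not always called active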
Arr AP2 block: blocks beta-arrestin peptide binding to AP2 adaptin; FITC-arrestin peptide / GST-AP2 beads, flow cytometry; AP2 beta2 appendage carries R879A mutation; inhibition, % at 10 µM; hit rate 0.31% among 340,000;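 active = inhibition above a set limit, near 3 SD of compounds lacking own fluorescence, cut at about 54% in these data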;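 also: plate controls were DMSO wells for no effect and 5 µM unlabelled arrestin peptide for full effect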
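System: GST-AP2 R879A glutathione beads; medium: PBS, Tween 20 0.05%, BSA 0.1%; reagent: fluorescein-tagged arrestin peptide at 50 nM final; schedule: pre-incubation 12 min, peptide binding 1 h, room temperature; detection: flow cytometry, FL1 (488/535 nm); read-out: inhibition as reduced fluorescein signal on beads, percent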
HTR5A inv ag: counter-screen for OPRM1-OPRD1 inverse agonists: human HTR5A inverse agonism; P47898; HTR5A cell line, luminescence; inhibition, % at 9.3 µM; hit rate 0.083% among 340,000; in the data active = inhibition mostly above about 23%, no sharp cut-off; inactive = mostly below about 18%;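 also: 0% = cells with DMSO and 100% = no-cell wells with DMSO; some compounds called inactive have numbers as strong as hits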
DAGLB inh: blocks human DAGLB lipase activity; Q8NCG7; HEK293T DAGLB membrane lysate, EnzChek fluorogenic substrate; inhibition, % at 5.17 µM; hit rate 0.059% among 340,000; in the data active = inhibition above about 34%;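 also: 0% = enzyme with vehicle and 100% = wells lacking enzyme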
PKA-R1A activ: activates the PKA-R1A holoenzyme complex; activation, % at 11.4 µM; AID 504707; hit rate 0.083% among 340,000; P00514+P68181; PKA-R1A dissociation, Cy5-IP20 fluorescence polarization; scaled: DMSO 0%, 113 µM cGMP 100%;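 active = percent activation above the mean of all tested compounds plus 3 SD, cut at about 19% in these data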;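 also: higher means more PKAc released from R1A so a rise in polarization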
MOR-DOR inv ag: inverse agonists of human mu-delta opioid receptor heterodimerization | P35372+P41143 | inhibition, % at 9.3 µM | hit rate 0.21% among 340,000 | cell-based MOR-DOR heterodimer luminescence, inverse agonism; in the data active = inhibition above about 22%, passing the limit was not always enough;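 also: 0% = cells with DMSO and 100% = wells without cells with DMSO; values of inactives mirror those of a sister screen read the other way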
V-ATPase pHluor: alters yeast V-ATPase proton transport; S. cerevisiae, pHLuorin cytosolic pH fluorescence; response, % at 10 µM; hit rate 0.37% among 350,000; in the data active = response mostly above about 7.3%, no sharp cut-off; inactive = mostly below about 5.4%; also: actives read high; inactives centre near 0; some compounds called inactive have numbers as strong as hits; reference of the scale not given here
The depositor's hits bear a star; x = no result given.

SMILES	MOR-DOR ag	PKA-R2B act	DSG3 Ab inh	HTR5A ag	Arr AP2 block	HTR5A inv ag	DAGLB inh	PKA-R1A activ	MOR-DOR inv ag	V-ATPase pHluor
COc1ccc2cc(C(N)=O)c(=Nc3ccccc3)oc2c1	-0.6	-11	96	0	12	0	1	-2	4	4
O=C(CCN1CCN(C/C=C/c2ccccc2)CC1)Nc1cccc(F)c1	-2.3	8	104	-2	38	5	0	8	12	0
O=C(Nc1ccccc1Cl)C1Cc2ccccc2O/C1=N\O (stereo unspecified)	-1.6	2	95	1	1	-2	-1	-2	8	4
CCOC(=O)Nc1ccc2c(c1)N(C(=O)CN(CC)CC)c1ccccc1C=C2	-1.4	-11	100	-2	3	6	-1	-2	8	3
COC(=O)c1cccc([N+](=O)[O-])c1CS(=O)(=O)c1ccc(C)cc1	-0.3	4	112	1	-19	-3	-1	2	1	-2
Cc1cnc2cc([N+](=O)[O-])ccc2n1	0.8	-10	98	2	16	-18	2	-3	-4	-1
COc1ccc(OC)c(NC(=O)c2ccc(Cl)cc2)c1	-1.6	9	100	2	3	-4	-2	-9	9	0
CC(=O)N1CCC2(CC1)C(C#N)=C(N)Oc1n[nH]c(C)c12	-2.5	-7	x	8	21	-21	-8	-13	15	3
COc1ccc2[nH]c3c(c2c1)CCN1C(=O)C(CC(=O)NCc2cccc(C(F)(F)F)c2)C[C@H](C(=O)N(C(C)C)C(C)C)[C@@]31C (stereo partly specified)	-0.8	8	100	-2	38	6	-1	0	4	-3
C[C@H](CO)N1C[C@H](C)[C@@H](CN(C)C(=O)Nc2ccccc2)Oc2ccc(NC(=O)Nc3ccccc3)cc2C1=O	-1.9	-2	98	1	-6	-4	0	7	9	2
CCOc1ccc(C(=O)NC(C(=O)NCc2ccccn2)C(C)C)cc1 (stereo unspecified)	-2.5	-17	114	4	-2	3	1	-8	11	-2
NC(N)=N/N=C/c1ccc(Cl)c([N+](=O)[O-])c1	6.7	3	126	0	11	0	1	-5	-32	0
Cc1c(Cc2ccccc2)c(=O)oc2cc(OCC(=O)c3ccccc3)ccc12	-1.6	1	125	1	6	-15	-3	0	9	3
CN(C)S(=O)(=O)c1cccc(C(=O)NCC2(N3CCOCC3)CCCCC2)c1	-2.7	-2	98	0	29	-1	-1	-16	15	-2
CC(C)c1nc2cc(C(=O)NC(C)c3cnn(C)c3)ccc2o1 (stereo unspecified)	0.3	-10	107	2	-14	-7	1	1	-2	-5
Cc1cc(NC(=O)CC(C)C)c(=O)n(Cc2c(F)cccc2Cl)c1	-2.8	2	101	-2	39	6	-4	-1	13	2
CCOc1cc(N2CCOCC2)c(OCC)cc1NC(=O)CSc1ncccc1C(=O)O	3.6	8	90	3	0	-9	-1	14	-19	0
CCOC(=O)CN(C(=O)c1ccccc1)c1ccccc1C	-0.7	-5	88	-1	11	4	-2	-5	4	3
O=C(Nc1ccccc1)C1CC(O)CN1S(=O)(=O)c1ccc([N+](=O)[O-])cc1 (stereo unspecified)	2.9	-1	103	1	4	6	2	-9	-15	0
CC(CN1CCOCC1)OC(=O)CCc1ccccc1 (stereo unspecified)	-2.7	0	102	6	-14	-2	-3	-7	13	3
Cc1cc(C(=O)COC(=O)CC2Sc3ccccc3NC2=O)c(C)n1-c1ccc2c(c1)OCO2 (stereo unspecified)	0.1	-14	104	-1	6	17	3	-5	-1	0
C/C(=N\NC(=O)C1CCCC1)c1ccc(Cl)cc1Cl	-0.9	4	100	-1	-11	-12	-4	9	6	2
CCC1CCCCN1C(=O)CSc1nnc2nc(C)cc(C)n12 (stereo unspecified)	-1.7	6	x	4	11	-11	-1	0	7	-1
Clc1ccc(-c2csc(-c3ccno3)n2)cc1	5.2	6	x	3	27	-7	-7	1	-26	2
Cc1c(C(=O)O)cccc1-c1ccc(/C=N/n2cnnc2)o1	-4.3	-5	94	3	-1	-12	-2	7	19	-2

Some of these compounds in order of the MOR-DOR ag value, highest first:
mol	MOR-DOR ag	PKA-R2B act	DSG3 Ab inh	Arr AP2 block	DAGLB inh	PKA-R1A activ	MOR-DOR inv ag	V-ATPase pHluor
O=C(Nc1ccccc1)C1CC(O)CN1S(=O)(=O)c1ccc([N+](=O)[O-])cc1 (stereo unspecified)	2.9	-1	103	4	2	-9	-15	0
CC(C)c1nc2cc(C(=O)NC(C)c3cnn(C)c3)ccc2o1 (stereo unspecified)	0.3	-10	107	-14	1	1	-2	-5
CCOC(=O)Nc1ccc2c(c1)N(C(=O)CN(CC)CC)c1ccccc1C=C2	-1.4	-11	100	3	-1	-2	8	3
C[C@H](CO)N1C[C@H](C)[C@@H](CN(C)C(=O)Nc2ccccc2)Oc2ccc(NC(=O)Nc3ccccc3)cc2C1=O	-1.9	-2	98	-6	0	7	9	2
CCOc1ccc(C(=O)NC(C(=O)NCc2ccccn2)C(C)C)cc1 (stereo unspecified)	-2.5	-17	114	-2	1	-8	11	-2
Cc1c(C(=O)O)cccc1-c1ccc(/C=N/n2cnnc2)o1	-4.3	-5	94	-1	-2	7	19	-2

Remaining list, next part
SMILES	MOR-DOR ag	PKA-R2B act	DSG3 Ab inh	HTR5A ag	Arr AP2 block	HTR5A inv ag	DAGLB inh	PKA-R1A activ	MOR-DOR inv ag	V-ATPase pHluor
Cc1ccc(C(=O)N/C(=C\c2cn(S(=O)(=O)N(C)C)c3ccccc23)C(=O)NCCCN2CCOCC2)cc1	-1.9	2	114	4	0	-17	-2	2	10	0
Cn1c(=O)[nH]c2nnc(-c3ccc(Cl)c(Cl)c3)nc2c1=O	-1.8	-3	103	-1	-4	-16	11	-6	10	3
Cc1ccc(S(=O)(=O)N2CCOCC2)cc1NC(=O)C1=NN(c2ccccc2)C(=O)CC1	-1.4	2	98	2	-4	-9	-1	2	7	3
Cc1cccc(C)c1NC(=O)CN(C)CC(=O)Nc1ccccc1Oc1ccccc1	-2.0	-1	86	-4	-1	11	-2	-3	13	7
CC(C)=C1C2CCC1C1C(=O)N(c3nc(-c4ccc(C(C)C)cc4)c(C)s3)C(=O)C21 (stereo unspecified)	1.5	-9	104	4	-1	-4	-27	-2	-9	0
COc1cc(NC(=O)C2CCCN2S(=O)(=O)c2ccc3c(c2)CCC(=O)N3)cc(OC)c1 (stereo unspecified)	-2.6	-4	107	2	2	-7	1	-12	13	0
Cc1ccc(C)c(NC(=S)NNC(=S)Nc2ccc(C(C)C)cc2)c1	-4.0	2	95	3	61*	-8	9	2	22	-2
Cc1ccc2nc(SC(C)C(=O)Nc3cccc([N+](=O)[O-])c3)[nH]c2c1 (stereo unspecified)	4.2	-8	130	5	32	13	-5	-4	-22	-1
CC(=NNC(=S)SCc1ccccc1)c1ccccn1	4.0	-5	96	1	10	-4	-2	-1	-17	0
Cc1cc(OCC(=O)N(C)c2c(N)n(Cc3ccccc3)c(=O)[nH]c2=O)c(C(C)C)cc1Cl	-3.8	3	102	2	23	-10	1	-8	19	-1
COc1cc(Nc2ccc(S(N)(=O)=O)cc2)c([N+](=O)[O-])nc1[N+](=O)[O-]	5.1	-10	111	1	13	5	0	-2	-26	-1
COC(=O)C[C@H]1c2cc(C(F)(F)F)ccc2S(=O)(=O)N1c1ccc(N(C)C)cc1	-1.1	-1	96	3	10	14	-3	-4	6	1
Cc1nc2ccc(NS(=O)(=O)c3c(C)c(C)cc(C)c3C)cc2s1	2.6	-1	103	0	-10	-5	-7	-6	-14	0
CN(C(=O)COC(=O)CNC(=O)c1ccccc1Cl)c1ccccc1	0.5	3	114	2	-14	-25	1	-6	-3	-4
COC(=O)CN=Cc1c(O)n(-c2ccc(Cl)cn2)c(=O)c2ccccc12	-0.2	9	100	0	-1	29	-1	-2	1	0
CCCCOc1cccc(C(=O)NC(=S)Nc2cccc(C(F)(F)F)c2)c1	0.4	4	101	3	-9	14	-27	-8	-2	-5
Nc1nc2ccc(S(=O)(=O)c3ccc4nc(N)sc4c3)cc2s1	-1.0	-10	90	6	6	-9	-1	-4	6	7
COc1ccc(C2=C(Nc3ccc(F)cc3)c3ccccc3C2=O)cc1	7.3	6	87	-1	0	-14	27	6	-33	-2
COc1cccc(N2CCN(C(=S)NCc3ccco3)CC2)c1	-2.0	2	107	13*	1	-25	0	5	9	-3
COc1ccc(NC(=S)N2CCC(Cc3ccccc3)CC2)cc1	-0.5	6	x	-2	-13	1	-4	-13	2	-5
Cc1ccc(-n2c(N)c(C(=O)N3CCOCC3)sc2=S)cc1	-1.1	11	97	-4	-2	13	-1	-1	6	-2
N#C/C(=C\c1c(N2CCCCCC2)nc2ccccn2c1=O)C(=O)NCc1ccco1	-2.3	4	110	5	-18	-33	-1	12	12	1
COC(=O)CSc1ccsc1C(=O)O	-0.9	-4	100	3	3	-8	2	-7	7	2
CC(=O)c1ccc(OC(=O)CCc2ccccc2)cc1	-2.5	-4	107	-1	-6	2	-3	-7	13	-1
COc1cc(NC(=O)C(c2ccccc2)c2ccccc2)c(C(=O)O)cc1OC	-4.1	-4	104	-4	7	14	3	-14	19	3
Additional compounds.
SMILES	MOR-DOR ag	PKA-R2B act	DSG3 Ab inh	HTR5A ag	Arr AP2 block	HTR5A inv ag	DAGLB inh	PKA-R1A activ	MOR-DOR inv ag	V-ATPase pHluor
COC(=O)C1CCN(C(=O)COC(=O)c2cc([N+](=O)[O-])ccc2N2CCOCC2)CC1	-3.2	10	99	5	24	18	0	12	13	-1
O=C(Nc1ccc(Oc2cccc(C(F)(F)F)c2)nc1)c1cccs1	5.9	-3	105	5	4	5	-5	-6	-31	4
CCCN(CCC)c1ccc(/C=N/NC(=O)CN2CCOCC2)cc1	-0.6	5	97	-3	7	7	-1	-2	3	1
COc1ccc(NC(=O)c2ccc(C(=O)Nc3ccc(OC)cc3OC)cc2)c(OC)c1	-0.7	-15	95	0	25	-6	-3	-10	3	-2
CC(C)(C)C(=O)Nc1ccc(C(=O)NCc2cccnc2)cc1	-1.3	8	105	2	4	-19	0	0	7	-2
COc1ccc(NCc2nnc(SCC(=O)c3ccc(C)cc3)o2)cc1	-1.3	-11	x	2	-10	-9	3	4	7	-2
Cc1cc(OCc2cc(C(=O)N(C)C3CCOC3)no2)cc(C)c1Cl (stereo unspecified)	0.7	7	x	5	29	-11	0	8	-4	1
c1cncc(-c2nnc(SCc3nc4ccccc4[nH]3)o2)c1	-2.0	-8	103	2	-1	-3	1	-9	11	-2
COc1ccc(C(=O)NNC2CC(=O)N(Cc3ccccc3)C2=O)cc1OC (stereo unspecified)	-0.7	4	129	5	1	-60	0	4	4	1
COc1ccc(NC(=O)C2=NNC(=O)CC2)cc1S(=O)(=O)N1CCCCC1	-0.6	1	98	-4	11	11	2	-6	3	6
COCCNc1ccc([N+](=O)[O-])cc1C(=O)NC1CCCc2ccccc21 (stereo unspecified)	0.3	-12	110	7	22	-5	2	-6	-2	-2
O=C(CC1CCC1)NC(c1ccccc1)c1ccccc1	-2.4	-3	103	-4	-3	-17	-4	0	12	-2

Molecules from the list above that have a thiophene ring, fused or not:
SMILES	MOR-DOR ag	PKA-R2B act	DSG3 Ab inh	HTR5A ag	Arr AP2 block	HTR5A inv ag	DAGLB inh	PKA-R1A activ	MOR-DOR inv ag	V-ATPase pHluor
COC(=O)CSc1ccsc1C(=O)O	-0.9	-4	100	3	3	-8	2	-7	7	2
O=C(Nc1ccc(Oc2cccc(C(F)(F)F)c2)nc1)c1cccs1	5.9	-3	105	5	4	5	-5	-6	-31	4
